# Bioassay records: PubChem BioAssay, several laboratories
# GC-A act: GC-A stimulated cGMP production enhancers – HEK293 GC-A cells, cGMP TR-FRET, EC30 ANP, primary screen | Atrial natriuretic peptide receptor 1 (Homo sapiens), P16066 | 0% at EC30 ANP, 100% saturating ANP | activation, % at 10 µM | actives 0.14% (n = 370,000) | AID 1671463, 2021; in the data active = activation above about 40%
# NR1D1 modulator: modulators of Rev-erb alpha DNA binding, primary screen, biochemical, FITC-DNA, fluorescence polarization, uHTS. Nuclear receptor subfamily 1 group D member 1 (Homo sapiens), P20393. Rev-erbα–FITC-DNA binding, 90 min. actives 0.79% (n = 370,000). activity, % at 10 µM;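 active = activity above about 14%, limit read from the data; passing the limit was not always enough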;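 also: 0% = DMSO wells with 35 nM protein and 100% = DMSO wells with 750 nM protein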
# ARFGAP1 inh: inhibitors of rat ARFGAP1 GAP activity, primary screen, biochemical, fluorescence polarization, GDP tracer; inhibition, % at 16.5 µM; Arfgap1-stimulated ARF1 GTP hydrolysis, GDP FP detection; actives 0.26% (n = 360,000);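 active = inhibition above a per-plate limit, mean inhibition of low control wells plus 3 SD, cut at about 25% in these data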;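 also: 0% = DMSO wells with enzyme and 100% = wells lacking Arfgap1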
#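 Replicates: Single well per compound | Assay system: Truncated rat Arfgap1 GAP domain | Control set: No-Arfgap1 wells (100%) versus DMSO full-reaction wells (0%) | Times: Enzyme reaction 120 min at 25 °C after 20 min preincubation | Reagent: Human ARF1(Δ1-17)-GTP substrate | Measured by: Tracer-displacement fluorescence polarization with EDTA stop, 620/688 nm | Measure: Percent inhibition of Arfgap1-stimulated GTP hydrolysis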
# rCAG binder: binders of r(CAG) RNA repeats, primary screen, biochemical, fluorescence | r(CAG) RNA repeat, TO-PRO-1 dye displacement fluorescence | actives 1.3% (n = 370,000) | inhibition, % at 3 µM;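 active = inhibition above the plate cutoff, the mean of all test compounds on that plate plus 3 SD, cut at about 35% in these data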;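 also: 0% = DMSO alone and 100% = 100 µM mitoxantrone as full dye displacement; higher means more dye released from RNA so lower well fluorescence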
# PG9 Ab binder: binders of HIV-1 gp120 antibody PG9, primary screen, biochemical, TR-FRET; TR-FRET gp120-PG9 antibody binding; HIV-1 gp120 / PG9 antibody interaction; actives 0.43% (n = 360,000); AID 624416, 2012; inhibition, % at 6.7 µM; in the data active = inhibition above about 8.5%
# SMARCA2 activ: SMARCA2 (BRM) function activators, primary screen, cell-based, luminescence, high throughput; activation, % at 9.1 µM; actives 1% (n = 370,000); MG213 cells, MMTV-luciferase reporter, dexamethasone, overnight; in the data active = activation above about 7.8%;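 also: 0% = vehicle wells and 100% = reference activator wells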
# NPR2 activator: human GC-B receptor activators, primary screen, HEK293 GC-B cells, cGMP TR-FRET, EC30 CNP; Atrial natriuretic peptide receptor 2 (Homo sapiens), P20594; 0% at EC30 CNP, 100% saturating CNP; activation, % at 10 µM; actives 0.11% (n = 370,000);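 active = activation at 10 µM reaching about 35% in either raw or pattern-adjusted values, limit read from the data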
# Target sequence (P20594 whole entry, looked up): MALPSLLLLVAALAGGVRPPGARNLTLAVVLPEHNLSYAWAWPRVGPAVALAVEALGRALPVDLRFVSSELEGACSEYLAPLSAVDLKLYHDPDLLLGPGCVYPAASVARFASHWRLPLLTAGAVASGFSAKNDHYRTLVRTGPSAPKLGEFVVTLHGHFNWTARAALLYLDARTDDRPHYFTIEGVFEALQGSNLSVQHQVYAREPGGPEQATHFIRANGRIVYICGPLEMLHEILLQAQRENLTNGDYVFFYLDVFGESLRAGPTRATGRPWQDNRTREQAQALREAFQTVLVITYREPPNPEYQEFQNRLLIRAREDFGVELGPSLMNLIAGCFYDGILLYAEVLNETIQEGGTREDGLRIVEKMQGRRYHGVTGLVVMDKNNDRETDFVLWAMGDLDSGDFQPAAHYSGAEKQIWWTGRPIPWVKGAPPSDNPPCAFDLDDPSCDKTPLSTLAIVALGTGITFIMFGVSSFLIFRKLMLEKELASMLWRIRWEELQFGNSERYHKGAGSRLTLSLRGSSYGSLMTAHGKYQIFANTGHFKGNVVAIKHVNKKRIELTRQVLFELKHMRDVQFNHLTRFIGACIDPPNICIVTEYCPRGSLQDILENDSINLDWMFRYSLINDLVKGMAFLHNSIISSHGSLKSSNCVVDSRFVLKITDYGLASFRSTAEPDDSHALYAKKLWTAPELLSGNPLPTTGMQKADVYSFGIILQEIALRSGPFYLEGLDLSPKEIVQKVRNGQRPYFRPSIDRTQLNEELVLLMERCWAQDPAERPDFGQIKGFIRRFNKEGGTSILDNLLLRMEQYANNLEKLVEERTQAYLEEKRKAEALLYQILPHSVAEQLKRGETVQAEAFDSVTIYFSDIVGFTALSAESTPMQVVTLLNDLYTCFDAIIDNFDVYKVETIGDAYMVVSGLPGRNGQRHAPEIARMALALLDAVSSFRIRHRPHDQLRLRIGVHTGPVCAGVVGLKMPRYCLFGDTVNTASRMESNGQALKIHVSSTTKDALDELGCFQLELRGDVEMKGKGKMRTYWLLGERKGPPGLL
# HTRA1 inh: HTRA1 serine protease inhibitors, primary screen, biochemical, fluorescence polarization, HTS. Q92743. recombinant HTRA1, FP-rhodamine activity-based probe. inhibition, % at 5.96 µM. actives 0.5% (n = 340,000). AID 504803, 2011; in the data active = inhibition above about 36%;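 also: 0% = enzyme with DMSO and 100% = wells lacking enzyme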
# ASAP1 inh: inhibitors of human ASAP1 ArfGAP activity, primary screen, biochemical, fluorescence polarization | inhibition, % at 16.5 µM | AID 624377, 2012 | actives 0.19% (n = 360,000) | ASAP1-stimulated ARF1 GTP hydrolysis, GDP FP detection; in the data active = inhibition above about 25%;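 also: 0% = vehicle with enzyme and substrate and 100% = no enzyme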
# ABHD4 inh: ABHD4 inhibitors, primary screen, biochemical, fluorescence polarization, mouse; inhibition, % at 8.92 µM; purified mABHD4, FP-Rh probe fluorescence polarization; actives 0.54% (n = 370,000); (Lyso)-N-acylphosphatidylethanolamine lipase (Mus musculus), Q8VD66;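 active = inhibition exceeding the mean over every tested compound plus 3 SD, cut at about 30% in these data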;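 also: 0% = plate median of compound wells and 100% = S159A mutant with DMSO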
#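 Material: mouse ABHD4 enzyme, wild type; Benchmarks: S159A mutant high control, sample median low control; Buffer or medium: HEPES pH 7.0, NaCl, Pluronic buffer; Signal: fluorescence polarization; Read-out: percent inhibition of probe binding, normalized to plate controls; Timing: pre-incubation 45 min, probe exposure 60 min, at 25 °C; Dosing: 8.92 µM, single dose.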
# Starred values were filed as active, the others as inactive; / = not tested or not shown.
SMILES,GC-A act,NR1D1 modulator,ARFGAP1 inh,rCAG binder,PG9 Ab binder,SMARCA2 activ,NPR2 activator,HTRA1 inh,ASAP1 inh,ABHD4 inh
Cc1cc(=O)oc(C)c1C(=O)NC1CCCCCCC1,1,1,-2,1,-1.7,0,4,-1,1,9
CCCc1nc2ccccc2n1C(CCSC)C(=O)NC(C)(C)C (configuration not stated),2,6,-8,1,0.1,-3,6,/,-11,0
CCCOc1ccc(F)cc1-c1cc(C(=O)Nc2ccc(C)c(NS(C)(=O)=O)c2)[nH]n1,3,-6,18,9,-0.1,-4,8,/,-4,-61
CSc1nc(NC(C)C)nc(N2CCOCC2)n1,1,-1,-11,-3,-0.8,0,-1,1,-3,-2
Cc1ccc(-c2nc3ncccc3o2)cc1NC(=O)C(C)C,0,-3,10,0,2.2,-1,1,1,4,-9
Oc1c(Cl)cc(Cl)cc1C(C#Cc1ccccc1)N1CCOCC1 (configuration not stated),-3,-3,-2,17,1.4,3,1,-28,-7,-15
CCOc1ccc(NC(=O)CSc2nc3ccsc3c(=O)n2CCC(=O)O)cc1,1,-1,-3,7,-1.0,0,3,3,-13,1
Cc1cccc(NC(=O)Cn2c(=O)n(CCc3c[nH]c4ccccc34)c(=O)c3cccnc32)c1,-3,-3,17,17,0.1,4,-3,/,2,-36
O=C(Nc1cccnc1)c1ccc(N2CCOCC2)c([N+](=O)[O-])c1,-2,-4,-10,0,-2.3,-2,1,-1,-4,-6
CCOc1cc(CN2CCN(Cc3ccc(C)o3)C(CCO)C2)ccc1OC (configuration not stated),-2,10,0,-4,0.4,-1,3,0,17,-12
Cc1ccc(CSCC(=O)Nc2ccc3c(c2)OCO3)cc1,-1,-2,15,3,1.6,2,-4,-1,-1,-2
CCOc1ccc2nc(NC(=O)C(CC)Sc3nc(C)cc(=O)[nH]3)sc2c1 (configuration not stated),1,-5,2,-2,0.7,4,-3,2,5,-1
CCN(CC)CCCNC(=O)CSc1nc(C)cc(C)n1,7,-7,3,-3,-0.9,-1,0,5,11,-2
Cc1csc(NC(=O)CSc2nc(C(C)C)nc3ccccc23)n1,0,0,-2,-2,-0.1,-1,-1,-3,2,2
O=C(/C=C/[C@H]1O[C@@H](n2ccc(=O)[nH]c2=O)[C@H](O)[C@@H]1O)NCCc1c[nH]c2ccccc12,-1,8,2,2,-0.8,-2,4,/,9,6
Cc1cccc(NC(=O)CN2CCN(C(=O)c3cccc(-n4cnnn4)c3)CC2)c1C,2,2,-7,1,-2.4,-2,-2,1,6,3
CCOC(=O)C1=NNC(C(=O)OCC)C1C(=O)OCC (configuration not stated),-3,0,7,5,0.7,-2,-1,-2,4,4
CC#C[C@@H](CC)c1ccc2ccn(C)c2c1,0,-2,11,4,-6.7,1,-4,-5,-1,-11
CC(C)(CNC(=O)c1ccc(S(=O)(=O)Nc2ccccc2F)cc1)N1CCOCC1,1,-5,-3,2,-0.5,-2,-2,2,1,-3
Cc1ccc(NNC(=O)c2cc(C(C)(C)C)nn2Cc2ccccc2)cc1,4,3,2,-1,-1.2,-4,4,-9,2,-3

# 5 compounds from above, sorted by length of the SMILES, descending:
SMILES,GC-A act,NR1D1 modulator,ARFGAP1 inh,rCAG binder,PG9 Ab binder,SMARCA2 activ,NPR2 activator,HTRA1 inh,ASAP1 inh,ABHD4 inh
Cc1cccc(NC(=O)Cn2c(=O)n(CCc3c[nH]c4ccccc34)c(=O)c3cccnc32)c1,-3,-3,17,17,0.1,4,-3,/,2,-36
O=C(Nc1cccnc1)c1ccc(N2CCOCC2)c([N+](=O)[O-])c1,-2,-4,-10,0,-2.3,-2,1,-1,-4,-6
CCOC(=O)C1=NNC(C(=O)OCC)C1C(=O)OCC (configuration not stated),-3,0,7,5,0.7,-2,-1,-2,4,4
Cc1cc(=O)oc(C)c1C(=O)NC1CCCCCCC1,1,1,-2,1,-1.7,0,4,-1,1,9
CC#C[C@@H](CC)c1ccc2ccn(C)c2c1,0,-2,11,4,-6.7,1,-4,-5,-1,-11

# Further records follow.
SMILES,GC-A act,NR1D1 modulator,ARFGAP1 inh,rCAG binder,PG9 Ab binder,SMARCA2 activ,NPR2 activator,HTRA1 inh,ASAP1 inh,ABHD4 inh
O=C(O)CCn1[nH]c(=O)ccc1=O,-2,1,-1,-1,0.0,4,1,-4,14,0
CC(C)N(C(=O)Cn1c(=O)oc2ccccc21)c1ccccc1,4,-8,-9,-3,-1.1,-2,0,2,8,-3
CCCCNC(=O)N(C)c1nc2ccccc2s1,2,-1,3,-5,0.3,6,-1,-5,1,0
COc1ccc(CCNC(=O)CN2CCN(c3cccc(C(F)(F)F)c3)CC2)cc1,2,-3,-16,-9,-0.4,-6,-3,-7,-4,-1
CC(OC(=O)C1=COCCO1)C(=O)NC1CCCCC1 (configuration not stated),-1,5,-7,2,-0.1,-1,-2,1,-7,6
C/C(CC(=O)Nc1ccc(C)cc1C)=N\NC(=O)C(C)C,1,-4,-1,3,-3.0,-3,-1,4,-3,0
CSc1ncccc1C(=O)NC1CC(C)(C)Cc2c1cnn2-c1ccccc1C (configuration not stated),0,-3,5,-7,-0.6,-5,3,6,1,-2
CCOC(=O)c1cccc(NC(=O)c2cncc(Br)c2)c1,-1,-3,4,-3,-1.0,9.0*,-3,-13,-3,15
COc1ccc(C=C2SC(=S)N(CCCC(=O)Nc3ccc(C(=O)O)c(O)c3)C2=O)cc1OC,0,2,4,80*,-1.6,-1,2,/,-10,-33
CC(C)(C)C(=O)OCc1nc(-c2ccc(O)c(O)c2)cs1,2,-13,-2,18,-0.4,0,0,/,7,39*
Cc1cc(C(=O)CSc2nnnn2-c2ccccc2)c(C)n1CCc1ccccc1,-1,-3,1,1,-1.7,-1,4,-3,-6,4
CC1=C(C#N)C(C(F)(F)F)(C(F)(F)F)N=C(c2ccco2)N1,-4,-3,-3,-4,-1.3,-2,2,4,-8,-6
Cc1nn(-c2ccc(F)cc2F)c(=O)c2noc(C)c12,-6,3,-4,-3,1.4,-3,4,-5,10,-1
COc1cccc(CN(CC(=O)NC2CCCC2)C(=O)c2csnn2)c1,4,-8,-10,-2,-2.0,-3,3,0,-2,4
O=C(COC(=O)c1cc(S(=O)(=O)N2CCOCC2)ccc1Cl)NCc1ccccc1,0,1,16,0,-1.2,5,-2,6,12,0
CCOc1ccc(NC(=O)CN(C)C(=O)c2cc([N+](=O)[O-])ccc2N2CCCCC2)cc1OCC,2,4,-8,-3,-0.8,-1,0,-5,4,1
Cc1ccc(F)cc1C(=O)N1CCCCC1c1cc(C(=O)Nc2ccccc2)no1 (configuration not stated),3,-3,-1,1,-1.4,-1,-2,/,2,0
COc1ccc(C2CC(=O)C=C(NC3CCCC3)C2)cc1 (configuration not stated),1,-2,12,0,0.4,0,-2,0,-4,7
c1ccc2nc3c(nc2c1)OCC1CCCCN31 (configuration not stated),-4,-6,2,-6,0.3,4,3,7,-5,10
CN(C)n1cccc1/C=C(\C#N)S(=O)(=O)c1cccc(Cl)c1,1,5,11,-2,-2.4,0,5,/,-2,2
CCOC(=O)CSc1nc2sccc2c(=O)[nH]1,-1,0,2,4,1.2,-1,3,-2,-4,1
CC(C)C1C(c2ccccc2)N(C)C(c2ccccc2)CC1(O)c1ccccc1 (configuration not stated),1,0,2,-3,-0.7,1,0,-14,8,-9
CCOc1ccc(-n2c(SCC(=O)Nc3ccc(S(=O)(=O)Nc4cc(C)nc(C)n4)cc3)nnc2-c2ccncc2)cc1,-4,-9,/,20,/,-6,1,/,/,-3
O=C(OCc1ccccc1)N1CCC2CC1c1cc(N3CCNCC3)ccc12 (configuration not stated),-8,5,1,6,2.1,7,-3,-1,-4,3
CC(=O)c1ccc(N2CCN(C(=O)Nc3ccc(Cl)cc3)CC2)cc1,0,10,-2,3,2.1,-6,-4,-3,-7,-16
CSc1ncccc1C(=O)OCC(=O)Nc1ccc2c(c1)OCO2,-7,-2,-5,1,-0.8,-1,2,2,-25,3
CCOc1ccc(C2OC(=O)Cc3cc(OC)c(OC)cc32)cc1 (configuration not stated),-3,-6,-4,2,-0.5,0,4,-2,-2,-1
CN(C)C(=O)CSc1nnc(CCCCCNC(=O)OC(C)(C)C)o1,0,-4,-7,-5,0.3,-5,-1,0,7,-5
C/C(=C\C(=S)Nc1ccccc1)Nc1ccccc1,-1,4,1,2,-2.5,1,-2,5,-1,-2
CN1CCCN(C(=O)CNC(=O)Cc2ccccc2)CC1,2,3,-1,-1,0.1,4,0,-1,6,2
NC(=O)CC[C@H](NC(=O)c1ccc(Cl)cc1)C(=O)NNC(=O)COc1cccc(Br)c1,1,-6,7,1,2.5,-3,-3,-6,1,2
COc1ccc(Cl)cc1NC(=S)NCCc1ccc(S(N)(=O)=O)cc1,-6,6,1,5,-3.7,0,3,-6,-5,-3
Cc1noc(C)c1S(=O)(=O)NCC(=O)O,1,1,-4,2,-2.1,0,1,2,5,1
CNC(=O)N(O)C1N(/N=C/c2ccccc2F)C(=S)SC1(C)C (configuration not stated),-1,-3,13,-2,1.1,-3,5,4,2,5
CN(C)CCN1CCN(C2CN(Cc3cn(Cc4ccccc4)nn3)S(=O)(=O)C2)CC1 (configuration not stated),1,2,-6,3,1.4,-3,1,/,8,0
COc1ccccc1/C=C/C=C1\Oc2c(ccc(O)c2CN2CCN(CCO)CC2)C1=O,0,8,5,-88,-15,5,-2,-8,-8,8
Cc1c(N2C(=O)CSC2c2ccc(F)cc2)c(=O)n(-c2ccccc2)n1C (configuration not stated),-8,0,3,-7,-1.3,0,-2,5,8,-6
O=C(NCCCN1CCCC1=O)c1ccc(CNS(=O)(=O)c2ccc(F)cc2)cc1,-2,-5,3,-1,2.3,-1,1,4,0,-7
COc1ccc(C2CC(=O)C(c3cc(OC)c(OC)c(OC)c3)=CN2Cc2ccccc2)cc1 (configuration not stated),3,-3,7,1,3.1,0,-1,/,9,0
CCO[C@@H]1OC(C(=O)NC2CC2)=C[C@H](c2ccc3c(c2)OCO3)[C@H]1CCCO,0,-1,-1,-2,0.4,0,-5,-4,12,3
CCOc1ccc(N(CC(=O)NC2CCCCC2)S(=O)(=O)c2ccccc2)cc1,0,2,6,-7,-1.3,1,5,-7,1,0
COc1ccc([N+](=O)[O-])c(S(=O)(=O)c2ccccc2)n1,13,2,-1,-2,-0.3,-9,12,/,1,2
COc1ccc(OC)c(/C=N/NC(=O)Cc2nc3ccccc3[nH]2)c1,-2,3,13,12,0.6,-4,-12,-27,7,-37
